# Screening data from PubChem BioAssay.
# RGS4 block = inhibitors of human RGS4; P49798; HEK293 M3R/RGS4 inducible, Fluo-4 calcium flux; active compounds read high; triggered by carbachol at its EC20; B-score at 10 µM; 310,000 compounds, 0.45% hits; AID 463165;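 active = B-score, a plate-corrected calcium signal, over three deviations above library mean, with baseline fluorescence within five deviations of library mean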;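 note: RGS4 expression induced by doxycycline in cells with stable M3 receptor; B-score is computed from the integrated fluorescence ratio over baseline after carbachol; higher B-score means a larger calcium signal and so more RGS4 inhibition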
# Target sequence (P49798 whole entry, looked up): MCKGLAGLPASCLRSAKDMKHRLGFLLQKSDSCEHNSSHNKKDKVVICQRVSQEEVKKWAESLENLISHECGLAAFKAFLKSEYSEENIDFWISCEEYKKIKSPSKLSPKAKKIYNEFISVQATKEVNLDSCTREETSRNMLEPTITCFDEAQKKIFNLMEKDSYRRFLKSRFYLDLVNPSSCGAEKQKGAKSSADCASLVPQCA
# TRPC6 act = mouse TRPC6 channel activation; Q61143; HEK293-TRPC6 membrane potential dye fluorescence; active compounds read high; B-score at 10 µM; 310,000 compounds, 0.13% hits; AID 2550;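 active = B-score of the integrated fluorescence ratio above library mean plus 3 SD, and starting fluorescence ratio within library mean plus 5 SD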;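 note: higher score means more depolarization so channel activation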
# RGS4 pot = RGS4 potentiation or activation; 310,000 compounds, 0.92% hits; HEK293 M3R/inducible RGS4, carbachol calcium flux Fluo4; active compounds read low; AID 463111; B-score at 10 µM;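 active = B-score of the integrated calcium signal more than 4 SD below the library mean, with starting fluorescence not abnormally high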;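 note: negative B-score means reduced calcium response which marks RGS4 activation or potentiation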
#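 Reagent: ECmax carbachol challenge; Test system: M3R-expressing HEK293 line, RGS4 induced by doxycycline; Schedule: overnight RGS4 induction, 30 min dye load 37 °C, 20 min compound RT; Detection: calcium dye Fluo4 fluorescence; Read-out: Agonist-evoked peak-minus-minimum fluorescence over baseline, integrated ratio, B score.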
# ANO1 activ = activators or potentiators of mouse TMEM16A chloride channel; Q8BHY3; HEK293 TMEM16A/YFP-H148Q/I152L, iodide quench fluorescence; active compounds read low; B-score at 10 µM; 340,000 compounds, 0.3% hits; AID 623877;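 active = fluorescence-ratio B-score plate-corrected deviation score at least 3 library SD below zero, with starting fluorescence score within 5 deviations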;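 note: channel opened by trigger with iodide after compound preincubation; score built on the fluorescence ratio of max minus min over baseline; more negative score means more quench and so TMEM16A activation or potentiation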
# MrgX1 agonist = activates human MrgX1 receptor signaling; Q96LB2; MrgX1-HEK293 cells, Fluo-4 calcium fluorescence, agonist mode; active compounds read high; B-score at 10 µM; 310,000 compounds, 0.44% hits; AID 588627;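 active = calcium response B-score plate-corrected fluorescence ratio at least 3 library SD, with starting fluorescence B-score inside 5 SD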
# Target sequence (Q96LB2 whole entry, looked up): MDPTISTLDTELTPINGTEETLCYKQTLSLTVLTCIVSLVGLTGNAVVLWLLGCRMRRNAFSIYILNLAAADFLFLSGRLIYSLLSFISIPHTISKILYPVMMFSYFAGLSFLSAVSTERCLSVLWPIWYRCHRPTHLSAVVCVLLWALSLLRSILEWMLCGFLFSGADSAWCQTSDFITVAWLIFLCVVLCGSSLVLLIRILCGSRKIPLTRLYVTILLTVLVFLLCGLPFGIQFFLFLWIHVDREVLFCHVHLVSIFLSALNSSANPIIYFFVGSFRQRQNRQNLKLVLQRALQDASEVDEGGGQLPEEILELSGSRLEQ
#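 Test system: HEK293 cells stably expressing human MrgX1 receptor; Input: fifteen thousand cells per well; Dosing: compound delivered in addition one of three; Schedule: overnight seeding, then 1 h dark dye loading; Technique: Fluo-4 NW calcium fluorescence; Measure: B-scored fluorescence response ratio; Controls: positive and negative controls per plate.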
# HDAC3 inhib = inhibitors of human histone deacetylase 3 | O15379 | recombinant HDAC3, fluorogenic peptide/trypsin coupled, fluorescence | inhibition, % at 8.3 µM | 320,000 compounds, 0.15% hits; in the data active = inhibition above about 26%, passing the limit was not always enough; inconclusive = no clear call, values can overlap the other calls
# Target sequence (O15379 whole entry, looked up): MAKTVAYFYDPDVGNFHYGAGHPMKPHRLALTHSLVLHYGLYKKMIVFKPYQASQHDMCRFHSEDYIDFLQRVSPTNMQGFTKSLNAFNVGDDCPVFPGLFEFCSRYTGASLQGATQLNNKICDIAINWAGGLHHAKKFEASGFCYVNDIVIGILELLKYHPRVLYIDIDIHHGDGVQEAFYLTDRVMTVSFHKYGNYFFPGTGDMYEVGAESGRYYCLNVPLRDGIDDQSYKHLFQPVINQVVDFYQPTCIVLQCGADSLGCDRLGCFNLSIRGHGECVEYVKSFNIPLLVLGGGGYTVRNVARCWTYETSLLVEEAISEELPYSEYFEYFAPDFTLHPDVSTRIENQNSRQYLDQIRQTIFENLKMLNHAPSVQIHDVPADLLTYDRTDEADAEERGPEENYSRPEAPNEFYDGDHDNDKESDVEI
# MrgX1 antag = human MrgX1 receptor antagonism, primary screen. B-score at 10 µM. Q96LB2. MRGX1-HEK293 calcium flux, Fluo-4, BAM8-22 antagonism; active compounds read low. 310,000 compounds, 1.3% hits;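 active = calcium-response B-score plate-corrected more than 3 library SD below zero, starting fluorescence within 5 deviations, no agonist response on first addition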;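 note: peak minus trough fluorescence over baseline after final BAM8-22 challenge near maximal dose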
# ANO1 block = blocks the mouse calcium-activated chloride channel TMEM16A; Q8BHY3; HEK293 TMEM16A/YFP iodide influx fluorescence, ionomycin; normalized B-score (activity score, 25-100; higher = stronger inhibition) at 10 µM; 310,000 compounds, 1.2% hits; AID 588511;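 active = ratio plate-corrected score three or more library SD toward inhibition, starting fluorescence score within five deviations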;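 note: score derived from kinetic fluorescence span divided by baseline fluorescence per well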
# SKKanGAS inh = SKKanGAS growth inhibition; 300,000 compounds, 1.3% hits; S. pyogenes SKKanGAS, kanamycin growth, BacTiter-Glo, 6 h; inhibition, % at 7.5 µM;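 active = mean replicate score, as percent of positive control median, at least 50; inconclusive = mean below 50 but one replicate at or above 50; inactive = mean and every replicate below 50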;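 note: strain carries kanamycin resistance gene driven by streptokinase promoter and grows in 40 µg/ml kanamycin; loss of luminescence reflects streptokinase promoter inhibition or plain growth inhibition; 0% = median of DMSO wells and 100% = positive control at its reference dose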
# MrgX1 PAM = allosterically activates human MrgX1 receptor signaling | 310,000 compounds, 0.63% hits | AID 588675 | B-score at 10 µM | Q96LB2 | MrgX1-HEK293, Fluo-4 calcium flux, FDSS; active compounds read high;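 active = plate-corrected calcium response at least 3 library SD above typical, normal starting fluorescence, not activating the receptor alone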;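 note: compound read alongside a low EC10 to EC30 dose of BAM8-22 agonist; peak minus trough fluorescence over baseline measured at the second addition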
# TRPC6 inh = blocks the mouse TRPC6 cation channel | HEK293-TRPC6, membrane potential dye, ACh-evoked depolarization; active compounds read low | Q61143 | AID 2553 | B-score at 10 µM | 310,000 compounds, 1.1% hits;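 active = B-score under library mean minus 3 SD, initial fluorescence not abnormally high, positive integrated signal ratio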;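 note: B-score derived from integrated fluorescence ratio over the kinetic read; more negative B-score means stronger inhibition of depolarization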
# Starred values were filed as active, the others as inactive; i = inactive; ? = inconclusive; · = no result given.
SMILES,RGS4 block,TRPC6 act,RGS4 pot,ANO1 activ,MrgX1 agonist,HDAC3 inhib,MrgX1 antag,ANO1 block,SKKanGAS inh,MrgX1 PAM,TRPC6 inh
CCOc1ccccc1NS(=O)(=O)c1cc2c3c(c1)C(C)C(=O)N3CCC2 (centres undefined),i,i,i,i,i,-5,i,i,-5,i,i
O=C(CNC(=O)c1ccccc1F)NC1=NCCS1,i,i,i,i,i,-1,i,i,-1,i,i
NC(=O)CC(NC(=O)Cc1ccc(Br)cc1)c1ccc(N2CCC(Cc3ccccc3)CC2)c([N+](=O)[O-])c1 (centres undefined),i,i,i,i,i,-31,i,i,12,i,i
CCCc1nn(-c2ccccc2)c2c1C(c1cccs1)C(C#N)=C(N)O2 (centres undefined),i,i,i,i,i,0,i,i,-3,i,i
Cc1cc(=O)n2nc(N3CCCC(C(=O)NC4CCC(C)CC4)C3)sc2n1 (centres undefined),i,i,i,i,i,3,i,i,0,i,i
O=C(CSc1nnc2ccc(-c3ccncc3)nn12)c1cccs1,i,i,i,i,i,-6,i,i,-1,i,i
CCN(CC)C(=O)C1CCN(Cc2cn(C)nc2-c2ccc(Oc3ccccc3)cc2)CC1,i,i,i,i,i,-2,i,i,-8,i,i
CC(C)CNS(=O)(=O)c1ccc(OCC(=O)Nc2ccc3c(c2)OCCO3)cc1,i,i,i,i,i,0,i,i,-7,i,i
O=C(CS(=O)(=O)Cc1ccccc1)Nc1ccccc1Cl,i,i,i,i,i,-3,i,i,-13,i,i
COc1ccccc1C1C(C(=O)c2cc3ccccc3o2)=C(O)C(=O)N1CCN(C)C (centres undefined),i,i,i,i,i,-1,i,i,-3,i,i
Cc1onc(C(=O)/C=C/N(C)C)c1C(=O)Nc1nccs1,i,i,i,i,i,-8,i,i,-1,i,i
COc1ccc(S(=O)(=O)N2CCOCC2)cc1NC(=O)CSc1cccc[n+]1[O-],i,i,i,i,i,7,i,i,-5,i,i
Cc1cc(C)c(C)c(S(=O)(=O)NCC(=O)N2CCCC2)c1C,i,i,i,i,i,1,i,i,-3,i,i
CC(OC(=O)c1cccc(S(=O)(=O)Nc2cccc(C(F)(F)F)c2)c1)C(=O)Nc1ccc2c(c1)OCCO2 (centres undefined),i,i,i,i,i,18,i,100*,39,i,i
O=C(NCCC1=CCCCC1)C1CCN(S(=O)(=O)N2CCCC2)CC1,i,i,i,i,i,-1,i,i,7,i,i
CS(=O)(=O)c1ccc(C(=O)N2CCN(Cc3ccccc3)CC2)cc1,i,i,i,i,i,0,i,i,1,i,i
CCc1nnc(NC(=O)CSc2nnc(C(C)NC(=O)c3ccccc3F)n2C)s1 (centres undefined),i,i,i,i,i,-4,i,i,1,i,i
O=C(CN1CCN(c2ccccc2)CC1)N1N=CCC1c1ccccc1 (centres undefined),i,i,i,i,i,2,i,i,-3,i,i
O=C(NC1CC1)C1=C[C@@H](c2coc3ccccc3c2=O)C[C@@H](OCc2ccc(CO)cc2)O1,i,i,i,i,i,-2,i,i,-3,i,i
CCOc1ccc2nc(N3CCCC(C(=O)NC4CCCC4)C3)sc2c1 (centres undefined),i,i,i,i,i,4,i,i,0,i,i
CCn1c(SCC(=O)N(C)C2CCS(=O)(=O)C2)nnc1-c1ccccc1 (centres undefined),i,i,i,i,i,0,i,i,-5,i,i
CCCc1c(C(=O)N/N=C/c2cccc3ccccc23)nnn1-c1nonc1N,i,i,i,i,i,-2,i,i,1,i,i
CC(C)n1nc(C(=O)Nc2nnc(SCc3c(Cl)cccc3Cl)s2)c2ccccc2c1=O,i,i,i,i,i,5,-6.2*,i,64*,i,i
CCN(C1=NS(=O)(=O)c2ccccc21)N(CC)S(=O)(=O)c1ccc(C)cc1,i,i,i,i,i,3,i,i,16,i,i
CC1CN(c2ccc(Cl)cc2[N+](=O)[O-])CCN1S(C)(=O)=O (centres undefined),i,i,i,i,i,-1,i,i,-17,i,i
COc1cc(C2N(Cc3ccccc3)CCN2Cc2ccccc2)ccc1OC(C)=O,i,i,i,i,i,22,i,i,-2,i,i
CCOc1ccccc1C1CC(=O)NC(SCC(=O)Nc2nccs2)=C1C#N (centres undefined),i,i,i,i,i,?,i,i,0,i,i
O=C(Cn1nc(-c2ccccc2)c2ccccc2c1=O)NCCN1CCOCC1,i,i,i,i,i,1,i,i,-2,i,i
COc1ccc(Nc2nnc(SCC(=O)c3cc(C)n(CC4CCCO4)c3C)s2)cc1 (centres undefined),·,·,·,i,i,0,i,i,·,i,·
O=C(COc1ccc(Cl)cc1Cl)NN=C1c2ccccc2-c2ccccc21,i,i,i,i,i,-10,i,i,15,i,i
CCOC(=O)C1CCCN(S(=O)(=O)c2cccs2)C1 (centres undefined),i,i,i,i,i,-3,i,i,-6,i,i
COC(=O)N/N=C/c1ccc([N+](=O)[O-])s1,i,i,i,i,i,3,i,i,-3,i,i
COc1ccc(/C=N/Nc2cc(N(C)C)nc(N(C)C)n2)cc1,i,i,i,i,i,7,i,i,-9,i,i
O=C(NCCN1CCOCC1)c1cc(-c2ccc(Cl)s2)nc2ccccc12,i,i,i,i,i,-1,i,i,-4,i,i
CCOc1ccc(NC(=O)c2cc3ccccc3cc2OC)cc1,i,i,i,i,i,5,i,i,-1,i,i
CSC1=N/C(=C\C=C\c2cccs2)C(=O)S1,i,i,i,i,i,5,i,i,0,i,i
Cc1cccc(N=Nc2c(C)c(C#N)c(O)[nH]c2=O)c1,i,i,i,i,i,-7,i,i,-4,i,i
Cc1c(/C=N/O)c2ccccn2c1C=O,i,i,i,i,i,9,i,i,3,i,i
COc1ccc(NC(=O)Nc2nnc(C(C)(C)C)s2)cc1,i,i,i,i,i,12,i,i,5,i,i
CCOCC(=O)Nc1ccc2c(c1)OCCO2,i,i,i,i,i,3,i,i,0,i,i
O=C(CCn1nc(-c2ccccc2)c2ccccc2c1=O)NN1CCOCC1,i,i,i,i,i,-6,i,i,-10,i,i
O=S(=O)(NC1CC1)c1ccc(S(=O)(=O)N(Cc2ccccn2)C2CCCC2)cc1,i,i,i,i,i,1,i,i,-1,i,i
CCCS(=O)(=O)N1CCCC(C(=O)Oc2ccc(Cl)cc2)C1 (centres undefined),i,i,i,i,i,2,i,i,2,i,i
COC(=O)CCC(=O)Nc1cccc(C(=O)Nc2cccc(Cl)c2)c1,i,i,i,i,i,-3,i,i,-3,i,i
CC(C)(C)CC(C)(C)N=C1NS(=O)(=O)c2cc([N+](=O)[O-])ccc21,i,i,i,i,i,-1,i,i,-3,i,i

# Compound profiles, from the list above. Order of values: RGS4 block, TRPC6 act, RGS4 pot, ANO1 activ, MrgX1 agonist, HDAC3 inhib, MrgX1 antag, ANO1 block, SKKanGAS inh, MrgX1 PAM, TRPC6 inh
# Cc1cccc(N=Nc2c(C)c(C#N)c(O)[nH]c2=O)c1 is listed as i, i, i, i, i, -7, i, i, -4, i, i
# COc1ccc(NC(=O)Nc2nnc(C(C)(C)C)s2)cc1 is listed as i, i, i, i, i, 12, i, i, 5, i, i
# O=S(=O)(NC1CC1)c1ccc(S(=O)(=O)N(Cc2ccccn2)C2CCCC2)cc1 is listed as i, i, i, i, i, 1, i, i, -1, i, i

# Further results.
SMILES,RGS4 block,TRPC6 act,RGS4 pot,ANO1 activ,MrgX1 agonist,HDAC3 inhib,MrgX1 antag,ANO1 block,SKKanGAS inh,MrgX1 PAM,TRPC6 inh
CCCCCn1nc(C(=O)N(CC(C)C)c2c(N)n(CCCC)c(=O)[nH]c2=O)c2ccccc2c1=O,i,i,i,i,i,1,i,i,-1,i,i
COc1cc(NC(=O)c2onc(C)c2Cl)c(OC)cc1Cl,i,i,i,i,i,-1,i,i,-7,i,i
COC(=O)C1CCN(C(=O)c2oc3c(Cl)cc(C)cc3c2C)CC1,i,i,i,i,i,0,i,i,5,i,i
O=C(NCCOc1ccc(F)cc1)C1CCC(=O)N(CCCN2CCCC2=O)C1 (centres undefined),i,i,i,i,i,-2,i,i,-2,i,i
O=C(O)c1cccnc1SCC(=O)C12CC3CC(CC(C3)C1)C2,i,i,i,i,i,-2,i,i,-18,i,i
Cc1c(OC(C)C(=O)N2C[C@H]3C[C@@H](C2)c2cccc(=O)n2C3)ccc2c3c(c(=O)oc12)CCC3 (some centres undefined),i,i,i,i,i,1,i,i,-7,i,-5*
CCOc1cc(N2CCOCC2)c(OCC)cc1NC(=O)c1ccco1,i,i,i,i,i,1,i,i,-1,i,i
COc1ccc(C(=O)NC(=S)Nc2cccc3nc(C)ccc23)cc1OC,i,i,i,i,i,4,i,i,-2,i,i
C=CCNc1nc(NCc2ccccc2)nc(OCC)n1,i,i,i,i,i,1,i,i,-1,i,i
CCSc1nc2sc3c(c2c(=O)n1CC)CCC3,i,i,i,i,i,7,i,i,16,i,i
CCOC(=O)C1=C(C)NC(=O)NC1c1ccccc1 (centres undefined),i,i,i,i,i,3,i,i,0,i,i
Cc1ccc(C(=S)N2CCCCCC2)cc1,i,i,i,i,i,7,i,i,-5,i,i
Cc1ccc2c(cnn2C(=O)CCC(=O)NCc2cccc(Cl)c2)c1,i,i,i,i,i,2,i,i,-5,i,i
CC(C)Nc1nc(-c2ccncc2)nc(-c2ccccc2)c1C#N,i,i,i,i,i,0,i,i,-10,i,i
Cc1cccc(NC(=O)c2cc(=O)n(Cc3ccccc3)c(=O)[nH]2)c1,i,i,i,i,i,-1,i,i,-1,i,i
C=CCC(C(=O)OC)(C(=O)OC)c1ccc([N+](=O)[O-])cc1[N+](=O)[O-],i,i,i,i,i,-6,i,i,4,i,i
COc1cc(O)c(C(CC(=O)N2CCN(c3ccccc3)CC2)c2ccc(N(C)C)cc2)c(OC)c1 (centres undefined),i,i,i,i,i,8,i,i,-3,i,i
S=c1[nH]nc(-c2ccccc2Cl)n1CC1CCCO1 (centres undefined),i,i,i,i,i,5,i,i,-9,i,i
O=C(c1ccccc1)c1cc([N+](=O)[O-])ccc1N1CCCC1,i,i,i,i,i,2,i,i,14,i,i
